High-throughput results (PubChem)
LMPTP block: blocks human LMPTP phosphatase. hit rate 0.22% among 360,000. recombinant LMPTP-A, OMFP fluorogenic substrate, fluorescence intensity. inhibition, % at 20 µM. P24666;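 active means compounds that cut the enzyme signal by at least half of the control window in the single-dose screen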;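 further: plate controls were DMSO wells with enzyme plus substrate for no effect and substrate without enzyme for full effect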
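material = LMPTP-A | quantity = 0.625 nM enzyme | reagent = OMFP substrate, 400 µM final | buffer or medium = Bis-Tris pH 6.0, DTT, detergent | detection = endpoint fluorescence intensity from OMFP dephosphorylation | dosing = single 20 µM dose | read-out basis = % inhibition relative to no-enzyme and uninhibited control wells | control set = no-enzyme and uninhibited controls | timing = 50 min at room temperature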
DNMT1 inh: blocks human DNA methyltransferase DNMT1; P26358; DNMT1 molecular beacon, Hinp1I cleavage, fluorescence; inhibition (reported as % activation of signal), % at 10 µM; hit rate 0.83% among 360,000; in the data active means inhibition above about 50%
Target sequence (P26358 504-1616 limits assumed): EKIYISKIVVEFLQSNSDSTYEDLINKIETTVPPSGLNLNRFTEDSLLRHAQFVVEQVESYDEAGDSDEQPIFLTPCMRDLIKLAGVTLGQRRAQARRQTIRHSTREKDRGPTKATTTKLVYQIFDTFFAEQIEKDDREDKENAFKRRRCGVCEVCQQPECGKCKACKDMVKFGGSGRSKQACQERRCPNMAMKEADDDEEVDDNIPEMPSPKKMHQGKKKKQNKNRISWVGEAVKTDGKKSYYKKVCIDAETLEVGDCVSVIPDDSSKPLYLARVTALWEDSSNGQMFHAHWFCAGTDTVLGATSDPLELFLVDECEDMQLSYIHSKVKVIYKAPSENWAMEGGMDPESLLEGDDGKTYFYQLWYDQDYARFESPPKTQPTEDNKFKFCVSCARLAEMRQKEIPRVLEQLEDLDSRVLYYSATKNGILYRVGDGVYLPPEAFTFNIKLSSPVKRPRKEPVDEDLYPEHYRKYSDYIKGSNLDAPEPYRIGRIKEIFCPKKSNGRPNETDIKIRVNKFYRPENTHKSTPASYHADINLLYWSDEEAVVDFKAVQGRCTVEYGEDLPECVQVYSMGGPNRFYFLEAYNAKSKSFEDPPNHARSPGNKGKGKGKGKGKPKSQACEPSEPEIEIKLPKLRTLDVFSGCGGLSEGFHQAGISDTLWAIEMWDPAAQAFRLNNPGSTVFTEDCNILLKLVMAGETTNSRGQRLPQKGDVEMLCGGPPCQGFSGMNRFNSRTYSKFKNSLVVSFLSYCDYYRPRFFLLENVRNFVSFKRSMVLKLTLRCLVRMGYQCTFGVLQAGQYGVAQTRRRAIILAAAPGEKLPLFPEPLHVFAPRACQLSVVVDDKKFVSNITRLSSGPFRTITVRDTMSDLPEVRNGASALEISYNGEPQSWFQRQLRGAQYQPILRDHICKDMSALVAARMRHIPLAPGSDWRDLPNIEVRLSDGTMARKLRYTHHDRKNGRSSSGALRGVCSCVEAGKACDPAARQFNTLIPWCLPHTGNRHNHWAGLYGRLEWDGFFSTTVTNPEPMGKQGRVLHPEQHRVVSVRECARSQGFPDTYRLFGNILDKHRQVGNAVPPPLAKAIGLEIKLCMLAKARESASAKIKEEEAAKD
SUMO1 PPI mod: modulators of human SUMO1-mediated protein-protein interactions; P63165; SUMO1 binding to a labelled peptide, TR-FRET, 1 h; inhibition, % at 20 µM; hit rate 0.33% among 360,000; in the data active means inhibition above about 37%
CSN deneddyl inh: inhibitors of human CSN-mediated cullin deneddylation; Q92905; inhibition, % at 12.5 µM; AID 651999; Purified CSN, SCF-Nedd8-OG deneddylation, fluorescence polarization; hit rate 0.38% among 360,000;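 active means pattern-corrected inhibition above about 35%, with an unprinted fluorescence ratio check between 0.5 and 1.5, limit read from the data, passing the limit was not always enough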;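 further: 0% = enzyme with substrate and 100% = substrate without enzyme; some results filed as inactive read as strong as hits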
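Test system: Human Csn5 produced in HEK293T cells | Compound: 12.5 µM single point | Times: 90 min, room temperature | Signal: Fluorescence polarization readout | Read-out basis: % inhibition of substrate cleavage by Csn5 | Controls: no-enzyme wells high, enzyme-with-substrate wells low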
Rpn11 inh: Rpn11 (human) deubiquitinase inhibition | hit rate 0.59% among 360,000 | calls only at 20 µM | human 26S proteasome, Ub4-pepOG fluorescence polarization; 20S core pre-blocked with epoxomicin;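 active means inhibition at 20 µM, scaled to each plate's controls, above about 33%, limit read from the data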
STEP inh: blocks human striatal-enriched tyrosine phosphatase. inhibition, % at 20 µM. hit rate 0.25% among 360,000. P54829. AID 588621. recombinant STEP, OMFP fluorogenic substrate, fluorescence;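 active means inhibition at 20 µM, scaled per plate between control wells, above about 37%, limit read from the data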;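 further: 0% = DMSO with enzyme and substrate and 100% = substrate only without enzyme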
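Measure: Control-normalized % inhibition with plate pattern correction | Test system: STEP phosphatase, cell-free reaction | Medium: pH 6.0 Bis-Tris with DTT and Tween 20 | Technique: Fluorescence, 480/540 nm | Times: Reaction 20 min, ambient temperature | Doses: Single compound dose of 20 µM, 1% DMSO final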
Rin1-Abl PPI inh: inhibitors of human Rin1-Abl protein interaction; P00519+Q13671; TR-FRET Rin1/Abl binding, biochemical; inhibition, % at 7.35 µM; hit rate 0.4% among 360,000; AID 588664; in the data active means inhibition above about 5%, passing the limit was not always enough
Scp-1 inhibitor: Scp-1 (human) phosphatase inhibition | Q9GZU7 | Recombinant Scp1, phosphopeptide, malachite green phosphate absorbance | inhibition, % at 20 µM | hit rate 0.88% among 340,000 | AID 493091;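 active means inhibition above about 50% at 20 µM, limit read from the data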;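 further: plate controls were DMSO wells with enzyme for no effect and wells lacking enzyme for full effect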
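Test system: SCP-1 phosphatase catalytic domain, residues 76-261 | Compound dosing: One concentration, 20 µM, with 1.0% DMSO | Schedule: 45 min room-temperature reaction, 5 min colour, 30 min stabiliser | Detection: Absorbance at 630 nm | Read-out basis: % inhibition of SCP-1 phosphate liberation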
NadD block: NadD (S. aureus) enzyme inhibition | hit rate 0.78% among 360,000 | inhibition, % at 20 µM | AID 602399 | purified NadD enzyme, colorimetric absorbance read-out; in the data active means inhibition above about 26%; further: some compounds past the cut are filed as inactive
Neddyl block: cullin neddylation inhibition; P61081+Q13564; TR-FRET cullin neddylation, biochemical; calls only at 25 µM; hit rate 0.58% among 360,000; in the data active means inhibition above about 36%
* = called active by the depositor; i = inactive; . = no result given.

1	O=C(c1ccc(Br)cc1)N1CCC2(CC1)NCCc1[nH]cnc12
2	COc1cc(OC)cc(-n2nnnc2SCC(=O)N2CCCc3ccccc32)c1
3	CC(C)(C)c1ccc(C2(C)NC(=O)N(CC(=O)NC3CCS(=O)(=O)C3)C2=O)cc1 (configuration not stated)
4	COc1ccc(C(C(=O)Nc2ccc(F)cc2)N2CCN(c3cccc(C(F)(F)F)n3)CC2)cc1 (configuration not stated)
5	NC(=O)C(C(=O)/C=C/c1ccc(Cl)cc1)=C1SCCS1
6	COc1ccc2[nH]c3c(c2c1)CCN1C(=O)C(CC(=O)NCC24CC5CC(CC(C5)C2)C4)C[C@H](C(=O)N2CCCCC2)[C@@]31C (some centres not stated)
7	OC(CN(c1ccccc1)c1ccccc1)Cn1cnc2ccccc21 (configuration not stated)
8	Cc1cc(=O)n2[nH]cnc2n1
compound no.	1	2	3	4	5	6	7	8
LMPTP block	-1.0	3.7	-1.0	3.9	-0.7	1.6	1.0	-1.4
DNMT1 inh	-1	-9	-4	.	4	-9	-7	5
SUMO1 PPI mod	-1	2	1	-1	-13	6	1	-1
CSN deneddyl inh	0	4	1	8	8	3	7	-4
Rpn11 inh	i	i	i	.	i	i	i	i
STEP inh	4	3	-3	.	1	-2	2	-4
Rin1-Abl PPI inh	-1	4	-1	.	1	-2	-2	2
Scp-1 inhibitor	-11	-18	2	.	-3	1	-9	-7
NadD block	-1	-4	4	.	2	8	-7	-2
Neddyl block	i	i	i	i	i	i	i	i

9	C/C=C/c1ccc(OCC(O)CN(C)Cc2ccc(SC)cc2)c(OC)c1 (configuration not stated)
10	COc1ccc(NC2CCCN(C(=O)CSc3ccccn3)C2)cc1OC (configuration not stated)
11	CCCOc1ccc(C(=O)CCNc2cccc(Cl)c2)cc1
12	C/C(=N\NC(=O)c1ccc(NS(=O)(=O)c2cccs2)cc1)c1ccccc1
13	CCN(CC)C(=O)Oc1ccc(Br)cc1C(=O)Nc1ccc(F)cc1F
14	CN(C)S(=O)(=O)c1ccc(NC(=O)CN2CCc3ccccc32)cc1
15	COc1ccc(OC)c(NC(=O)C2(C)CCN2C(=O)C2(c3ccccc3)CCCC2)c1 (configuration not stated)
16	O=C(Oc1coc(CSc2ncccn2)cc1=O)c1ccccc1[N+](=O)[O-]
compound no.	9	10	11	12	13	14	15	16
LMPTP block	1.4	11	0.0	-1.0	-1.0	-0.6	0.6	0.6
DNMT1 inh	9	-5	14	9	0	-18	-3	5
SUMO1 PPI mod	-3	4	-2	1	-1	-4	0	-11
CSN deneddyl inh	3	-5	-4	0	-2	4	2	0
Rpn11 inh	i	i	i	i	i	i	i	i
STEP inh	4	2	2	2	1	-1	-3	-2
Rin1-Abl PPI inh	1	-1	4	-3	-1	-2	1	1
Scp-1 inhibitor	-7	-6	1	1	-1	6	.	-2
NadD block	-4	3	-1	0	3	23	-5	-3
Neddyl block	i	i	i	i	i	i	i	i

17	COC(=O)CSc1nc(N)c2c3c(sc2n1)CCCC3
18	O=c1c(-c2ccccc2)[n+]([O-])c2ccccc2n1O
19	N#C/C(=C/c1ccccc1)C(=O)NCc1ccccc1
20	O=C(C1CC1)N1CCN=C1SCc1ccccc1
21	COc1cc(CNC(=O)CCCC(=O)c2ccccc2)cc(OC)c1OC
22	COC(=O)CC1C(=O)NCCN1C(=O)OC(C)(C)C (configuration not stated)
23	CC(=O)c1cc(CN2C(=O)CCC2=O)cs1
24	O=C(Cc1cccs1)NCc1cn2ccccc2n1
compound no.	17	18	19	20	21	22	23	24
LMPTP block	0.2	0.3	-0.4	-1.3	-1.9	-0.1	-1.3	-0.4
DNMT1 inh	2	-5	-3	-1	-1	-4	0	6
SUMO1 PPI mod	3	-13	-7	-2	2	-5	3	-1
CSN deneddyl inh	1	-2	0	18	-2	0	0	3
Rpn11 inh	i	i	i	i	i	i	i	i
STEP inh	-2	-1	-3	-1	-2	2	0	-4
Rin1-Abl PPI inh	-1	-3	1	2	2	5	3	-4
Scp-1 inhibitor	1	-2	3	-2	-10	-8	-9	-5
NadD block	4	5	-2	9	-2	9	0	0
Neddyl block	i	i	i	i	i	i	i	i

25	O=C(CNC(=O)OCc1ccccc1)Oc1cc2oc(=O)cc(-c3ccccc3)c2cc1Cl
26	O=C(Nc1cccc(O)c1)c1cc(S(=O)(=O)N2CCCC2)ccc1Cl
27	COC(=O)C1=C(C)OC(N)=C(C#N)C1c1ccsc1 (configuration not stated)
28	COc1ccc(/C=C2\SC(N3CCc4ccccc4C3)=NC2=O)cc1
29	CN(C)CCN(C(=O)c1ccc(S(=O)(=O)N(C)CC2CCCO2)cc1)c1nc2cc3c(cc2s1)OCO3 (configuration not stated)
30	O=S(=O)(NCc1cccnc1)c1ccc(Cl)cc1
31	COC(=O)c1ccccc1NC(=O)CSc1n[nH]c(C)n1
32	Cn1c(=O)n(C)c2cc(/C=N/NC(=O)c3cccc(Br)c3)ccc21
compound no.	25	26	27	28	29	30	31	32
LMPTP block	-29	-0.5	-1.1	7.4	-2.6	-0.5	-1.3	0.9
DNMT1 inh	0	-1	-4	-9	2	1	2	3
SUMO1 PPI mod	-26	2	-9	-22	8	1	30	15
CSN deneddyl inh	1	-2	-3	-1	-2	-3	-3	8
Rpn11 inh	i	i	i	i	i	i	i	i
STEP inh	2	0	1	9	-3	0	0	9
Rin1-Abl PPI inh	2	1	-3	0	-2	1	1	-4
Scp-1 inhibitor	-4	-2	4	-2	-12	-4	4	1
NadD block	1	0	1	13	5	4	1	-2
Neddyl block	.	i	i	i	i	i	i	i

Single records, from the list above. Values in the order: LMPTP block	DNMT1 inh	SUMO1 PPI mod	CSN deneddyl inh	Rpn11 inh	STEP inh	Rin1-Abl PPI inh	Scp-1 inhibitor	NadD block	Neddyl block
COC(=O)CSc1nc(N)c2c3c(sc2n1)CCCC3 in the list: 0.2	2	3	1	i	-2	-1	1	4	i
COc1cc(OC)cc(-n2nnnc2SCC(=O)N2CCCc3ccccc32)c1 in the list: 3.7	-9	2	4	i	3	4	-18	-4	i
COc1ccc(OC)c(NC(=O)C2(C)CCN2C(=O)C2(c3ccccc3)CCCC2)c1 (configuration not stated) in the list: 0.6	-3	0	2	i	-3	1	.	-5	i
CCCOc1ccc(C(=O)CCNc2cccc(Cl)c2)cc1 in the list: 0.0	14	-2	-4	i	2	4	1	-1	i

Carrying on:
33	O=C(CSc1nnc(SCc2ccc(Cl)cc2)s1)N/N=C/c1ccc(C(=O)O)cc1
34	O=C(NC1CCCc2ccccc21)C1CCN(S(=O)(=O)c2cccc(C(F)(F)F)c2)CC1 (configuration not stated)
35	CN(C)c1ccnc2sc(C(=O)NCc3ccccc3)c(N)c12
36	COc1cc(C(=O)NCCOc2ccc(C)c(C)c2)cc(OC)c1OC
37	CSc1cccc(NC(=O)CN(c2ccccc2)S(=O)(=O)N(C)C)c1
38	c1ccc(-c2cc(-c3nn4c(-c5ccco5)nnc4s3)c3ccccc3n2)cc1
39	COc1ccc(C(CNC(=O)COc2ccc(-c3ccccc3)cc2)N2CCOCC2)cc1 (configuration not stated)
40	Cc1ccc(NC(=O)CSCc2n[nH]c(=O)[nH]2)c(Br)c1
compound no.	33	34	35	36	37	38	39	40
LMPTP block	1.7	0.1	0.8	-1.2	0.0	3.2	1.1	-0.6
DNMT1 inh	0	18	-1	-5	4	55*	-3	-3
SUMO1 PPI mod	-5	1	-25	0	3	18	0	-1
CSN deneddyl inh	4	1	2	-4	-1	18	3	-5
Rpn11 inh	i	i	i	i	i	i	i	i
STEP inh	-1	4	-2	3	1	8	2	0
Rin1-Abl PPI inh	0	-1	-6	2	3	0	3	-2
Scp-1 inhibitor	-2	20	-4	-1	3	92*	-7	-7
NadD block	0	-3	2	-9	-8	47*	-5	-4
Neddyl block	i	i	i	i	i	i	i	i

41	Cc1ccn2cc(-c3cccc(S(=O)(=O)N4CCCC4)c3)nc2c1
42	CC1=CC2=NC(=O)/C(=C\c3cn(C)c4ccccc34)C(=N)N2O1
43	CCn1c2ccccc2c2cc(NC(=O)CSc3nnnn3-c3ccccc3)ccc21
44	CCc1nc2ccc(C(=O)NCc3ccccc3OC)cn2c1N(C)C(=O)Cc1ccccc1
45	NC(=O)c1ccsc1NC(=O)CS(=O)(=O)c1ccc(Cl)cc1
46	CN(C)S(=O)(=O)c1ccc(N2CCCC2)c(C(=O)NCC2CCCCC2)c1
47	COc1ccc(C2N(c3ccc(Cl)cc3)C(=O)C3CCCN32)cc1 (configuration not stated)
48	c1ccc(OCCNc2ccn3nc(-c4ccc(OCCN5CCOCC5)cc4)cc3n2)cc1
49	O=C1NC(=O)N(c2ccc(Cl)cc2)C(=O)/C1=C/c1ccc2c(c1)CCN2Cc1ccccc1Cl
compound no.	41	42	43	44	45	46	47	48	49
LMPTP block	0.7	0.9	1.0	-9.3	-0.1	0.0	-0.5	-0.6	1.1
DNMT1 inh	-3	2	-10	1	1	-4	-1	1	-1
SUMO1 PPI mod	5	-5	-3	-11	1	-4	4	5	-1
CSN deneddyl inh	2	8	1	-2	2	-2	-2	0	-2
Rpn11 inh	i	i	i	i	i	i	i	i	i
STEP inh	3	-1	-1	-1	-3	-1	-1	-3	1
Rin1-Abl PPI inh	-2	-7	-7	-1	-4	3	-2	-4	-4
Scp-1 inhibitor	-6	-6	1	.	-7	-1	11	.	3
NadD block	-5	-2	6	1	4	-11	-4	-7	-5
Neddyl block	i	.	i	i	i	i	i	.	i
